NFkB binder: binders of human NF-kappa-B p105; Small molecule microarray, anti-His fluorescence binding; 1.3% of 17,000 active; calls only;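 active means spot fluorescence over background significantly raised, with a chance value under 7% in all four replicate spots of the compound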;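 further: probe protein is his-tagged human p50 processed subunit at 1 µg/ml; raw spot fluorescence signals with no normalization applied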
Calls only; i = inactive.

No. | SMILES | NFkB binder
1 | COc1c(O)cc2c(c1O)C1OC(CO)C(O)C(O)C1OC2=O (stereo unspecified) | i
2 | CC1(C)Oc2ccc(C#N)cc2C(N2CCCC2=O)C1O (stereo unspecified) | i
3 | O=C1N(c2ccccc2)c2ccccc2C1(Cc1ccncc1)Cc1ccncc1 | i
4 | CCCOc1ccccc1-c1nc2n[nH]nc2c(=O)[nH]1 | i
5 | C[C@H]1c2cccc(O)c2C(=O)C2C(=O)C3(O)C(=O)C(C(N)=O)C(=O)[C@@H](N(C)C)[C@@H]3[C@@H](O)[C@@H]21 (stereo partly specified) | i
6 | CC(=O)[C@H]1CC[C@H]2[C@@H]3C[C@H](C)C4=CC(=O)CC[C@]4(C)[C@H]3[C@@H](O)C[C@]12C | i
7 | C=C1c2cccc(O)c2C(=O)C2C(=O)[C@]3(O)C(=O)C(C(N)=O)C(=O)[C@@H](N(C)C)[C@@H]3[C@@H](O)[C@H]12 (stereo partly specified) | i
8 | Nc1cc(-c2ccncc2)c[nH]c1=O | i
9 | O=C(O)CCC/C=C\C[C@H]1C(=O)C[C@@H](O)[C@@H]1/C=C/[C@@H](O)CCc1ccccc1 | i
10 | C[C@]12CC[C@H]3[C@@H](CCC4=CC(=O)CC[C@@]43C)[C@@H]1CC[C@@H]2C(=O)CO | i

Reprinted at random: two compounds from above.
No. | SMILES | NFkB binder
6 | CC(=O)[C@H]1CC[C@H]2[C@@H]3C[C@H](C)C4=CC(=O)CC[C@]4(C)[C@H]3[C@@H](O)C[C@]12C | i
7 | C=C1c2cccc(O)c2C(=O)C2C(=O)[C@]3(O)C(=O)C(C(N)=O)C(=O)[C@@H](N(C)C)[C@@H]3[C@@H](O)[C@H]12 (stereo partly specified) | i

Molecules above that have a carbonyl joined to an NH by a bond outside any ring:
No. | SMILES | NFkB binder
5 | C[C@H]1c2cccc(O)c2C(=O)C2C(=O)C3(O)C(=O)C(C(N)=O)C(=O)[C@@H](N(C)C)[C@@H]3[C@@H](O)[C@@H]21 (stereo partly specified) | i
7 | C=C1c2cccc(O)c2C(=O)C2C(=O)[C@]3(O)C(=O)C(C(N)=O)C(=O)[C@@H](N(C)C)[C@@H]3[C@@H](O)[C@H]12 (stereo partly specified) | i

Assay outcomes (PubChem BioAssay)

The list is partial; count on the stated rates, not on these rows.
